# Cneo AK release: Cryptococcus neoformans lysis via adenylate kinase release | 360,000 compounds, 0.2% hits | lysis activity, % at 15 µM | C. neoformans lysis, adenylate kinase release luminescence, 4 h; normalised: neutral wells 0, clomiphene wells 100 | AID 651654;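 active = mean lysis activity across replicates of at least 80%, whatever share of replicates individually reach that level; inactive = mean lysis activity below 80%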
#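 Assay system: log-phase C. neoformans yeast / Quantity: yeast cell density of 5 × 10^6 cells/mL / Medium: fresh YPD growth medium / Compound: single dose / Timing: static 4 h at 37 °C with compound, 1 h detection / Measured by: adenylate kinase release luminescence / Read-out: lysis from increased AK signal / Benchmarks: Clomiphene as positive lysis control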
# PGC1a acetyl inh: modulators of PGC1a acetylation; U2OS PGC1a acetylation, AlphaScreen anti-acetyl-lysine; with virally co-expressed GCN5 acetyltransferase; inhibition, % at 15.6 µM; 350,000 compounds, 0.17% hits; AID 651687;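 active = every replicate shows inhibition of at least 40%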;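 also: 0% = neutral control wells and 100% = positive control wells; some results beyond the cut were filed as inactive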
# LGR2 antag: Drosophila LGR2 receptor signaling inhibition | HEK293 LGR2, CRE-luciferase, bursicon-stimulated, 4 h | inhibition, % at 9.99 µM | 380,000 compounds, 0.35% hits | AID 720647;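 active = drop in luminescence signal, shown as inhibition above about 50% in the replicate tests, limit read from the data, passing the limit was not always enough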;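 also: agonist challenge used bursicon conditioned medium at about half maximal strength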
# The depositor's hits bear a star. This is a subset, so the mix of outcomes need not match the whole.
1. Cc1c(NC(=S)NC(=O)C2CCCCC2)c(=O)n(-c2ccccc2)n1C
2. CCOC(=O)C1=C(C)N=C2SCCC(=O)N2C1c1cccs1 (centres undefined)
3. CCCc1nnc(NC(=O)CC(=O)Nc2ccccc2C(=O)O)s1
4. CCCS(=O)(=O)N1CCC(C(=O)NC2CCCCC2C)CC1 (centres undefined)
5. CCCOC(=O)c1ccc(OC(=O)c2ccco2)cc1
6. Cc1ccc(C(=O)Cn2nnc3c(sc4nc5c(c(-c6ccccc6)c43)CCC5)c2=O)cc1

Compound | 1 | 2 | 3 | 4 | 5 | 6
Cneo AK release | -1 | 3 | -1 | -3 | 2 | 3
PGC1a acetyl inh | 0 | 3 | 3 | -1 | 3 | -3
LGR2 antag | -2 | -17 | 36 | 2 | -40 | -20

7. Cc1ccc(SC(CC(=O)c2ccc(C)cc2)C(=O)O)cc1 (centres undefined)
8. Oc1ccc(N=Nc2n[nH]c(-c3ccccc3)n2)cc1
9. N#Cc1c(NC(=O)C2CCCO2)sc2c1CCCCCC2 (centres undefined)
10. O=C(O)c1c2c(nc3ccccc13)CCCCC2
11. C=CCn1c(COc2ccccc2)nnc1SCC(=O)C(C)(C)C
12. Cc1ccc(N2C(=O)CSC2c2cccnc2)cc1F (centres undefined)

Compound | 7 | 8 | 9 | 10 | 11 | 12
Cneo AK release | 1 | -8 | 0 | 0 | 0 | -3
PGC1a acetyl inh | -5 | 0 | -1 | 2 | 4 | 0
LGR2 antag | 0 | -41 | -25 | -6 | 12 | 16

13. CCc1ccc(NC(=O)C(NS(=O)(=O)c2cccc3nsnc23)c2ccccc2)cc1 (centres undefined)
14. CCN1C(=O)N(CC)C(O)(c2ccccc2)C1(O)c1ccccc1 (centres undefined)
15. Cc1ccc(S(=O)(=O)N2CCN(C(=O)CSc3nnnn3C)C2)cc1
16. Nc1nnc(N2CCCCCC2)s1
17. COc1ccc(/C=C(\C#N)C(=O)OCC(=O)Nc2ccc(C(C)(C)C)cc2)cc1
18. COc1ccccc1C(=O)NN1C(=O)C2C3C=CC(O3)C2C1=O (centres undefined)

Compound | 13 | 14 | 15 | 16 | 17 | 18
Cneo AK release | 0 | 0 | 1 | 6 | -4 | -2
PGC1a acetyl inh | -5 | 14 | -5 | -5 | 0 | -4
LGR2 antag | 2 | 37 | -5 | 0 | -24 | -3

19. O=C(CN(Cc1ccco1)C(=O)CNS(=O)(=O)c1ccc(Cl)cc1)NC1CCCCC1
20. CCS(=O)(=O)C(=C1Nc2ccccc2N1)S(=O)(=O)CC
21. COc1cc(C(=O)Nc2ccc(Oc3ncnc4sc(-c5ccccc5)cc34)cc2)cc(OC)c1OC
22. CCc1nnc(NC(=O)[C@@H](NC(=O)c2cccc(S(=O)(=O)N(CC)CC)c2)C(C)C)s1
23. COCCCNC(=O)C1CCC(=O)N1Cc1ccccc1Cl (centres undefined)
24. Cc1nc2c(C(=O)NCCc3ccccc3Cl)c[nH]n2c(=O)c1Cl

Compound | 19 | 20 | 21 | 22 | 23 | 24
Cneo AK release | -1 | 1 | -2 | 4 | -1 | -3
PGC1a acetyl inh | 20 | 1 | -5 | -1 | 8 | 3
LGR2 antag | -4 | -4 | -12 | -5 | -11 | 6

25. O=C(C1CCN(C2CC(=O)N(c3cccc(Cl)c3)C2=O)CC1)N1CCCC1 (centres undefined)
26. CN1CCN(c2ccc(S(=O)(=O)N3CCCCC3)cc2NC(=O)c2ccc(F)cc2F)CC1
27. Cc1noc(C)c1COC(=O)CCC(=O)c1ccc(F)cc1
28. CC(C)N(C)CCOC(=O)/C=C/c1ccccc1
29. CCN1/C(=C2\C(=O)N(C)C(=S)N2C)C=Cc2cc(C)ccc21
30. O=C(Nc1ccccn1)c1cc(-n2cnnc2)ccc1Cl

Compound | 25 | 26 | 27 | 28 | 29 | 30
Cneo AK release | 0 | -2 | -20 | -3 | 3 | 1
PGC1a acetyl inh | 2 | -6 | 11 | -3 | 11 | 5
LGR2 antag | -4 | 11 | 1 | -4 | -2 | 9

31. Cc1nn(CC(=O)NCc2ccc(Cl)cc2)c(C)c1[N+](=O)[O-]
32. COc1ccc(CCC(=O)N2CCCSC2=Nc2ccc(C(C)=O)cc2)cc1
33. CC(C)NC(=O)NS(=O)(=O)c1cnccc1N1CCCCC1
34. COc1cc(CCC(=O)Nc2ccc(C)c(S(=O)(=O)N(C)C)c2)cc(OC)c1OC
35. COc1ccc(OC)c(C(c2nnnn2C2CCCC2)N2CCc3ccccc3C2)c1 (centres undefined)
36. CCOC(=O)C(Cc1cc(C(C)=O)ccc1OCC)C(=O)OCC

Compound | 31 | 32 | 33 | 34 | 35 | 36
Cneo AK release | 11 | -1 | 2 | -3 | 2 | -1
PGC1a acetyl inh | -1 | -4 | 0 | 9 | -14 | -15
LGR2 antag | 16 | -20 | 8 | 7 | -13 | -14

37. O=C(NCc1ccc2c(c1)OCO2)c1cnc2ccccn2c1=O
38. CCOc1cccc(-c2nnc3sc(COc4ccc(C)cc4)nn23)c1
39. O=[N+]([O-])c1cccc2ccc(/C=C/c3ccc(F)cc3)nc12
40. O=C(CC(c1ccccc1)c1ccccc1)OCn1nnc2ccccc2c1=O
41. COC(=O)C1=C(C)N(CCc2ccc(OC)c(OC)c2)C(=O)C1
42. CC(C)OC(=O)c1nnc(-c2ccccc2)nc1OC(C)C

Compound | 37 | 38 | 39 | 40 | 41 | 42
Cneo AK release | -3 | 3 | -21 | -2 | 6 | 0
PGC1a acetyl inh | -5 | 2 | -9 | -4 | 4 | -11
LGR2 antag | -8 | 26 | -74 | -23 | 1 | 2

43. OC(CN1CCN(Cc2ccc3c(c2)OCO3)CC1)c1c[nH]c2ccccc12 (centres undefined)
44. C=CCn1c(SCc2nc3scc(-c4ccccc4)c3c(=O)[nH]2)nnc1-c1ccccc1F
45. CCOC(=O)N1CCC(NC(=O)c2cnn3cccnc23)CC1
46. COc1ccc(/C(C)=N/OCC(=O)Nc2nc3ccccc3s2)cc1
47. CCOC(=O)c1c2n(c3c(NCc4ccccc4)ncnc13)CCCC2
48. O=C(CN1C(=O)CSc2cc(S(=O)(=O)N3CCCCCC3)ccc21)NCCc1ccccc1

Compound | 43 | 44 | 45 | 46 | 47 | 48
Cneo AK release | 5 | -3 | 2 | -4 | 3 | 7
PGC1a acetyl inh | -2 | 7 | 5 | -12 | 5 | -3
LGR2 antag | 11 | 14 | -3 | 6 | -11 | -7

49. Cc1ccc(OCC(=O)n2nc(C)cc2C)c(C)c1
50. CN=C(Nc1cccc(OC)c1)SC1CC(=O)N(c2ccc(C(=O)O)cc2)C1=O (centres undefined)
51. COc1cccc(NC(=O)N2CCOCC2)c1
52. COc1ccc(OCCN2C(=O)NC(C)(c3ccc(C)cc3)C2=O)cc1 (centres undefined)
53. CCN(CC)C(=O)C(Cc1ccccc1)N1C(=O)c2ccccc2C1=O (centres undefined)
54. OCc1cn(-c2ccccc2)nc1-c1ccc(-c2nn(-c3ccccc3)cc2CO)cc1

Compound | 49 | 50 | 51 | 52 | 53 | 54
Cneo AK release | -1 | 3 | -2 | -4 | -2 | 2
PGC1a acetyl inh | 17 | 3 | 4 | -3 | -15 | -1
LGR2 antag | -10 | -7 | 3 | 2 | -13 | 12

55. COc1cc(OC)c(OC)cc1/C=N/N(C)c1ccccc1
56. Cc1ccc(Cn2nnnc2CN2CCC(NC(=O)c3ccccc3F)CC2)cc1
57. COc1ccc(/C=N/NC(=O)c2cccnc2)cc1CSc1nc2ccccc2s1
58. Cc1ccc(-n2ncc3c(=O)n(CC(=O)Nc4cccc(Cl)c4)cnc32)cc1C
59. c1ccc2c(c1)OCC(c1nnc3sc(-c4cnccn4)nn13)O2 (centres undefined)
60. Cn1nc(C(F)(F)F)c(C(=O)Nc2ccc(F)cc2F)c1Oc1cccc(Cl)c1

Compound | 55 | 56 | 57 | 58 | 59 | 60
Cneo AK release | 4 | 0 | 0 | -5 | 0 | 2
PGC1a acetyl inh | 12 | 8 | -8 | -14 | 0 | -4
LGR2 antag | 0 | 11 | 18 | 14 | 11 | 3

61. COc1cc(C=O)ccc1OCCSc1ccc(Cl)cc1
62. CCn1c(SCC(=O)NCc2ccco2)nnc1-c1c[nH]c2ccccc12
63. Cc1ccc(C(=O)NC(O)C(Cl)Cl)cc1 (centres undefined)
64. CCN1C(=O)CC(N2CCC(Nc3ccc(F)cc3)CC2)C1=O (centres undefined)
65. CN=C(Nc1ccc(C(=O)OC)cc1)SC1CC(=O)N(c2ccccc2F)C1=O (centres undefined)
66. COCCCNC(=O)c1ccc(NS(C)(=O)=O)cc1

Compound | 61 | 62 | 63 | 64 | 65 | 66
Cneo AK release | 0 | -1 | -2 | -1 | 2 | 0
PGC1a acetyl inh | -16 | -9 | -2 | 22 | -19 | 10
LGR2 antag | 23 | -9 | -53 | 2 | -3 | -10

67. O=C1CC(c2ccco2)CC2=C1C1c3ccccc3C(=O)N1c1ccccc1N2 (centres undefined)
68. Cc1noc(C)c1CSc1nnc(-c2ccccc2)n1N
69. O=C(NNS(=O)(=O)c1ccccc1C(F)(F)F)c1cccc(S(=O)(=O)Nc2ccccc2Cl)c1
70. CN1CCN(/C(=N\S(=O)(=O)c2ccc(F)cc2)c2ccccc2)CC1
71. O=C(COC(=O)C1Cc2ccccc2CN1C(=O)c1ccccc1Cl)Nc1ccc(N2CCOCC2)cc1 (centres undefined)
72. CC(=O)N1CCN(c2ccc(NC(=O)c3cccc(OCc4ccccc4)c3)cc2)CC1

Compound | 67 | 68 | 69 | 70 | 71 | 72
Cneo AK release | 2 | 7 | 7 | 2 | 2 | 2
PGC1a acetyl inh | 0 | -2 | 15 | 5 | 4 | 9
LGR2 antag | -20 | -1 | 3 | -13 | 0 | 3

# 4 of these compounds in another layout:
67	O=C1CC(c2ccco2)CC2=C1C1c3ccccc3C(=O)N1c1ccccc1N2 (centres undefined)
  Cneo AK release: 2
  PGC1a acetyl inh: 0
  LGR2 antag: -20
68	Cc1noc(C)c1CSc1nnc(-c2ccccc2)n1N
  Cneo AK release: 7
  PGC1a acetyl inh: -2
  LGR2 antag: -1
69	O=C(NNS(=O)(=O)c1ccccc1C(F)(F)F)c1cccc(S(=O)(=O)Nc2ccccc2Cl)c1
  Cneo AK release: 7
  PGC1a acetyl inh: 15
  LGR2 antag: 3
70	CN1CCN(/C(=N\S(=O)(=O)c2ccc(F)cc2)c2ccccc2)CC1
  Cneo AK release: 2
  PGC1a acetyl inh: 5
  LGR2 antag: -13

# More compounds follow.
73. N#C/C(=C\c1c(N2CCCCCC2)nc2ccccn2c1=O)C(=O)NC1CCS(=O)(=O)C1 (centres undefined)
74. CCCCNC(=O)c1cc([N+](=O)[O-])[nH]n1
75. c1csc(-c2csc3ncnc(NCCCN4CCOCC4)c23)c1
76. COCCNC(=S)Nc1ccc2nc(N3CCCC3)cc(C)c2c1
77. O=C(Cc1cccs1)Nc1ccc(C(=O)O)cc1
78. COc1ccc(/C=C/c2cc(-c3ccc(C)cc3)o[n+]2C)cc1

Compound | 73 | 74 | 75 | 76 | 77 | 78
Cneo AK release | 2 | 0 | 4 | -2 | -1 | 3
PGC1a acetyl inh | -3 | 6 | 3 | -13 | 5 | -121
LGR2 antag | -34 | -21 | -4 | 5 | 6 | 46

79. C=CC[N+](C)(C)C/C(Cl)=C(\Cl)c1ccccc1
80. CC(=O)Nc1ccc(C(=O)/C=C/c2ccco2)cc1
81. Cc1ccc(-c2cc(C(=O)Nc3nccs3)c3ccccc3n2)o1
82. CCOC(=O)c1sc(C)c2c1NC(C)(c1cccc3ccccc13)NC2=O (centres undefined)
83. CCOC(=O)NC(Nc1ncccn1)(C(F)(F)F)C(F)(F)F
84. CCOC(=O)CSc1nnc(Cc2ccccc2)n1CC1CCCO1 (centres undefined)

Compound | 79 | 80 | 81 | 82 | 83 | 84
Cneo AK release | 3 | -1 | 5 | 4 | 1 | -18
PGC1a acetyl inh | 4 | 11 | -1 | 11 | 3 | 9
LGR2 antag | 1 | 31 | -8 | -6 | -7 | 9

85. COc1ccc(C(c2nnnn2C2CCCC2)N2CCC(C(N)=O)CC2)c(OC)c1 (centres undefined)
86. O=C(NCc1ccc(Cl)cc1)C(=O)NCC(c1ccco1)N1CCOCC1 (centres undefined)
87. CCOc1ccc(NC(=O)NCC2CCN(c3ccc(OC)cc3)C2)cc1 (centres undefined)
88. COC(=O)c1nn(C23CC4CC(CC(C4)C2)C3)c2c1C(=O)N(c1ccc(F)cc1)C2=O
89. CCCn1c(N2CCC(Cc3ccccc3)CC2)nc2c1c(=O)[nH]c(=O)n2C
90. CC(C)C(NC(=O)C1CCCCC1)C(=O)NC1=NCCS1 (centres undefined)
91. CCOC(=O)C1(P(=O)(c2ccccc2)c2ccccc2)CCC1
92. COc1ccc(NC(=S)N(CCCN2CCOCC2)Cc2cn(C)c3ccccc23)cc1OC

Compound | 85 | 86 | 87 | 88 | 89 | 90 | 91 | 92
Cneo AK release | 2 | 8 | 8 | -11 | -1 | -4 | -1 | 19
PGC1a acetyl inh | -1 | -7 | 2 | -13 | -2 | -5 | 5 | 0
LGR2 antag | 6 | 19 | -3 | 1 | -9 | 7 | -2 | 8

# One compound at a time, from the list above:
# Results for CCOC(=O)N1CCC(NC(=O)c2cnn3cccnc23)CC1 : Cneo AK release = 2; PGC1a acetyl inh = 5; LGR2 antag = -3
# Results for CCc1nnc(NC(=O)[C@@H](NC(=O)c2cccc(S(=O)(=O)N(CC)CC)c2)C(C)C)s1 : Cneo AK release = 4; PGC1a acetyl inh = -1; LGR2 antag = -5
# Results for Cc1ccc(Cn2nnnc2CN2CCC(NC(=O)c3ccccc3F)CC2)cc1 : Cneo AK release = 0; PGC1a acetyl inh = 8; LGR2 antag = 11

# Compound activity (PubChem)
